UPR XBP1 act: adaptive UPR (XBP1) activation; CHO-XBP1 luciferase reporter, IRE1-XBP1 UPR activation, luminescence; percent of tunicamycin response, DMSO as zero; activation, % at 20 µM; 330,000 tested, 0.33% active; AID 463104;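 active = versus positive control, 20 µM dose yields 30% or more activation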;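 also: 100% = tunicamycin at 10 µg/mL and 0% = DMSO only wells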
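assay system = CHO-XBP1 luciferase reporter cells | amount = 1000 cells/well | buffer or medium = F12 plus 10% FBS | compound dosing = single point, 20 µM final compound, 1% DMSO | incubation = 16-18 h cell attachment at 37 °C, then 6 h compound exposure | detection = Steady-Glo luminescence read | controls = tunicamycin 10 µg/mL and vehicle-only wells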
NR3A LBD binder: NR3A (human) ligand-binding domain modulation. NR3A LBD differential scanning fluorimetry, Tm shift; 0% = protein alone, 100% = glycine-bound protein. Tm shift relative to glycine control, % at 25 µM. 340,000 tested, 2.5% active;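 active = melting temperature shift of at least 10% of the positive control shift, at one fixed dose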
tim23-1 inh: tim23-1 yeast growth inhibition | S. cerevisiae tim23-1 growth, BacTiter-Glo luminescence, 24 h | inhibition, % at 20 µM | 330,000 tested, 1.3% active;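 active = growth inhibition of the mutant yeast at or above 50%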;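 also: temperature-sensitive mutant grown at 25 °C; plate controls were DMSO-treated mutant yeast for no effect and medium wells lacking yeast for full effect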
CHOP UPR activ: apoptotic UPR (CHOP) activation. activation, % at 10 µM. 330,000 tested, 0.34% active. AID 449763. CHO-CHOP luciferase reporter, luminescence; percent of tunicamycin response over DMSO baseline;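 active = at 10 µM dose, activation of 40% or more, normalized to positive control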;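 also: 100% = tunicamycin at 10 µg/mL and 0% = DMSO alone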
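Test system: CHO CHOP reporter cells. Input: 500 CHO-CHOP cells per well. Medium: F12 with 10% FBS. Technique: luciferase luminescence. Measure: percent activation relative to tunicamycin control. Dosing: 10 µM compound, 0.5% DMSO. Timing: 16-18 h cell attachment, then 6 h compound exposure, 37 °C.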
tim10-1 inh: inhibits growth of tim10-1 mutant yeast | S. cerevisiae tim10-1 ts strain growth, BacTiter-Glo, 24 h | inhibition, % at 20 µM | 330,000 tested, 2.2% active | AID 463190;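 active = inhibition of at least 40%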;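 also: mutant grown at 25 °C; 0% = DMSO wells with yeast and 100% = wells holding no yeast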
NALP3 yeast inh: inhibitors of NALP3 inflammasome in yeast; inhibition, % at 10 µM; 330,000 tested, 0.39% active; Yeast reconstituted NLRP3/ASC/caspase-1, beta-gal luminescence, 24 h;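 active = inhibition of 50% or more; inactive = inhibition below 50%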;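 also: plate controls were induced DMSO wells for no effect and uninduced yeast grown without galactose for full effect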
TIM10 inh: inhibits growth of TIM10 yeast strain. S. cerevisiae TIM10 strain growth, BacTiter-Glo luminescence, 24 h. inhibition, % at 10 µM. 330,000 tested, 1.4% active. AID 463195;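 active = inhibition of 40% or more at the single tested concentration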;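 also: wild-type TIM10 isogenic control strain grown at permissive 25 °C; 0% = DMSO yeast wells and 100% = minimal medium wells without yeast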
APJ ag: activates the human apelin receptor APJ; activation, % at 20 µM; 330,000 tested, 0.11% active; P35414; CHO-K1 APJ PathHunter beta-arrestin, luminescence; 0% DMSO wells, 100% apelin;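 active = activation more than six SD over the plate average, tested at 20 µM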;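 also: 0% = DMSO alone and 100% = apelin-13 at 10 nM; some results filed as inactive read as strong as hits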
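system = engineered CHO-K1 APJ arrestin reporter cells | input = 1000 cells per well | timing = overnight seeding, 90 min compound at 25 °C, 1 h detection | measured by = enzyme-fragment complementation luminescence | read-out = beta-arrestin recruitment to APJ as agonist activity, luminescent signal | control set = negative DMSO alone, positive Apelin-13 at 10 nM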
Mdm2 MdmX PPI: human Mdm2/MdmX binding inhibition. O15151+Q00987. SaOS-2 split-luciferase Mdm2/MdmX complementation, luminescence. inhibition, % at 8 µM. 330,000 tested, 3% active. AID 485346;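 active = inhibition of at least 50% at 8 µM in the primary screen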
Target sequence (O15151 whole entry, looked up): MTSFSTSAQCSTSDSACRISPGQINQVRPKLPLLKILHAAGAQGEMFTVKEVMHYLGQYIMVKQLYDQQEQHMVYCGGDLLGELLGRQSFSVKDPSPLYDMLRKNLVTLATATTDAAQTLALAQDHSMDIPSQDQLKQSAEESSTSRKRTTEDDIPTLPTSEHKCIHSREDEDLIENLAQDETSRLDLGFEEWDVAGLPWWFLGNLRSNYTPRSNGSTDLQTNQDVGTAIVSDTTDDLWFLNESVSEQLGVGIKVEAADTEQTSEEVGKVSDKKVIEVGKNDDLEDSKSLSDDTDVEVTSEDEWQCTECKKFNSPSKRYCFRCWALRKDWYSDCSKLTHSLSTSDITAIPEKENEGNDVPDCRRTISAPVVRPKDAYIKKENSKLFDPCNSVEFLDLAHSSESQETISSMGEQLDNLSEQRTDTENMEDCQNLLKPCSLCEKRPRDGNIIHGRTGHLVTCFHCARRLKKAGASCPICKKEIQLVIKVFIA
Target sequence (Q00987 whole entry, looked up): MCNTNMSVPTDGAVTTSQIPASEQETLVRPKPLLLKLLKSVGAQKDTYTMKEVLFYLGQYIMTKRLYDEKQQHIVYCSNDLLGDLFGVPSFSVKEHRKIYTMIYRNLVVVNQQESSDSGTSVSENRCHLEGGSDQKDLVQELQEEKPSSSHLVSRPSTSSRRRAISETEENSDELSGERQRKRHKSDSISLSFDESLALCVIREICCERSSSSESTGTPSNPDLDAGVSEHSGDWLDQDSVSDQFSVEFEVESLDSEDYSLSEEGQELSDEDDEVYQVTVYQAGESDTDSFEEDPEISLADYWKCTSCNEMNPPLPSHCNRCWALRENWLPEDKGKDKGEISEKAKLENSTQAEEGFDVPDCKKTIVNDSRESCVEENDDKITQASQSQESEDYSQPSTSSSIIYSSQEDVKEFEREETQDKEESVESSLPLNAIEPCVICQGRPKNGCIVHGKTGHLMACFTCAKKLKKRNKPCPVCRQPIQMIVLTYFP
Numbers without * were called inactive; x = not tested or not shown; & = joins results of further samples.

The opening 17 compounds (preview)
SMILES	UPR XBP1 act	NR3A LBD binder	tim23-1 inh	CHOP UPR activ	tim10-1 inh	NALP3 yeast inh	TIM10 inh	APJ ag	Mdm2 MdmX PPI
CNC(=S)N/N=C/c1ccc(-c2ccc(C(=O)O)cc2)o1	-4	1	50*	-0.6	31	2	28	-3	-19
CC(C)CC(=O)Nc1ccc(Nc2ccccc2)cc1	2	-6	30	1.0	8	32	8	0	-19
CC(=O)N1CCN(CCN=CC2=C(O)CC(C)(C)CC2=O)CC1	3	-2	12	-1.3	-3	32	3	-2	8
O=C(COc1ccc(Cl)cc1[N+](=O)[O-])N1CCCCC1	4	-1	0	1.7	0	20	6	-4	11
COc1ccc(NS(=O)(=O)c2ccc(NC(=O)C(CCSC)NC(N)=O)cc2)cc1 (stereo unspecified)	2	2	8	4.3	0	-14	17	-3	-1
O=c1cc(N2CCCCC2)c(-c2ccccc2)n[nH]1	-1	2	2	-2.0	9	24	0	0	-13
O=C(CN(Cc1ccco1)Cc1cccs1)N1CCN(S(=O)(=O)c2cccc(F)c2)CC1	0	0	34	-2.2	19	20	19	-4	30
Cc1cccc(C)c1NC(=O)CCN1C(=O)C2C3CCC(C3)C2C1=O (stereo unspecified)	5	-2	15	0.5	14	-8	4	-5	-25
Cc1ccc(-c2nnc(NCc3nc4ccccc4[nH]3)c3ccccc23)cc1S(=O)(=O)N1CCOCC1	2	-20	4	3.9	5	6	8	0	11
C=C1C[C@]23C[C@@]1(O)CC[C@H]2[C@@]12C=C[C@H](O)[C@@](C)(C(=O)O1)[C@H]2[C@@H]3C(=O)O	-3&-3	-1&2	1&10	0.1&0.1	-2&3	25&0	1&-1	-2&-1	-7&3
COc1ccc(C(C)NC(=O)CCc2ccccc2)cc1 (stereo unspecified)	-2	1	21	2.2	10	19	-5	-2	10
CC(=O)N1CCN(C(=O)COC(=O)c2ccc(S(C)(=O)=O)cc2)CC1	-1	0	11	-1.9	13	-10	-9	2	9
N#Cc1nc(COc2ccc(F)cc2)oc1N1CCCCC1	-2	-1	28	-0.2	15	47	-9	-2	8
COC(=O)C1=C(C(=O)OC)[C@@H]2N(C)c3ccc(OC)cc3[C@@]23C[C@@H](C(=O)OC)N(C(=O)NCCBr)C3=N1	1	2	12	1.2	13	15	-5	6	23
CCC(Sc1nc(N)cc(=O)[nH]1)C(=O)Nc1cc(C)on1 (stereo unspecified)	-1	-3	0	-0.4	-2	16	-9	-2	0
COCCNC(=O)CSc1nnc(NC(=O)C2CC(=O)N(c3ccccc3OC)C2)s1 (stereo unspecified)	-2	2	6	2.5	8	1	2	0	4
CC1(C)Cc2nc3sc(C(N)=O)c(N)c3cc2CO1	2	0	1	0.0	0	-1	-8	-5	-5

The listing, from the first entry:
SMILES	UPR XBP1 act	NR3A LBD binder	tim23-1 inh	CHOP UPR activ	tim10-1 inh	NALP3 yeast inh	TIM10 inh	APJ ag	Mdm2 MdmX PPI
CNC(=S)N/N=C/c1ccc(-c2ccc(C(=O)O)cc2)o1	-4	1	50*	-0.6	31	2	28	-3	-19
CC(C)CC(=O)Nc1ccc(Nc2ccccc2)cc1	2	-6	30	1.0	8	32	8	0	-19
CC(=O)N1CCN(CCN=CC2=C(O)CC(C)(C)CC2=O)CC1	3	-2	12	-1.3	-3	32	3	-2	8
O=C(COc1ccc(Cl)cc1[N+](=O)[O-])N1CCCCC1	4	-1	0	1.7	0	20	6	-4	11
COc1ccc(NS(=O)(=O)c2ccc(NC(=O)C(CCSC)NC(N)=O)cc2)cc1 (stereo unspecified)	2	2	8	4.3	0	-14	17	-3	-1
O=c1cc(N2CCCCC2)c(-c2ccccc2)n[nH]1	-1	2	2	-2.0	9	24	0	0	-13
O=C(CN(Cc1ccco1)Cc1cccs1)N1CCN(S(=O)(=O)c2cccc(F)c2)CC1	0	0	34	-2.2	19	20	19	-4	30
Cc1cccc(C)c1NC(=O)CCN1C(=O)C2C3CCC(C3)C2C1=O (stereo unspecified)	5	-2	15	0.5	14	-8	4	-5	-25
Cc1ccc(-c2nnc(NCc3nc4ccccc4[nH]3)c3ccccc23)cc1S(=O)(=O)N1CCOCC1	2	-20	4	3.9	5	6	8	0	11
C=C1C[C@]23C[C@@]1(O)CC[C@H]2[C@@]12C=C[C@H](O)[C@@](C)(C(=O)O1)[C@H]2[C@@H]3C(=O)O	-3&-3	-1&2	1&10	0.1&0.1	-2&3	25&0	1&-1	-2&-1	-7&3
COc1ccc(C(C)NC(=O)CCc2ccccc2)cc1 (stereo unspecified)	-2	1	21	2.2	10	19	-5	-2	10
CC(=O)N1CCN(C(=O)COC(=O)c2ccc(S(C)(=O)=O)cc2)CC1	-1	0	11	-1.9	13	-10	-9	2	9
N#Cc1nc(COc2ccc(F)cc2)oc1N1CCCCC1	-2	-1	28	-0.2	15	47	-9	-2	8
COC(=O)C1=C(C(=O)OC)[C@@H]2N(C)c3ccc(OC)cc3[C@@]23C[C@@H](C(=O)OC)N(C(=O)NCCBr)C3=N1	1	2	12	1.2	13	15	-5	6	23
CCC(Sc1nc(N)cc(=O)[nH]1)C(=O)Nc1cc(C)on1 (stereo unspecified)	-1	-3	0	-0.4	-2	16	-9	-2	0
COCCNC(=O)CSc1nnc(NC(=O)C2CC(=O)N(c3ccccc3OC)C2)s1 (stereo unspecified)	-2	2	6	2.5	8	1	2	0	4
CC1(C)Cc2nc3sc(C(N)=O)c(N)c3cc2CO1	2	0	1	0.0	0	-1	-8	-5	-5
N#Cc1ccc(C(=O)Nc2ccc(N3CCN(C(=O)c4ccco4)CC3)cc2)c(F)c1	-2	-9	18	-1.5	4	12	-41	-3	-13
COc1cccc(-c2nc(C#N)c(N3CCN(C(=O)c4ccco4)CC3)o2)c1	-6	11*	33	0.8	23	28	3	0	30
CCCc1cc(=O)oc2c(CNc3ccc(OCC)cc3)c(O)ccc12	-1	1	42	2.1	21	21	5	-2	33
CCN1CCN(C(=O)CS(=O)(=O)Cc2nc(-c3cccc(OC)c3)oc2C)CC1	-2	-2	4	5.2	-10	-2	-13	-2	20
COc1ccc(CCNC(=O)c2nn(C)c3c2CS(=O)(=O)c2ccccc2-3)cc1OC	-1	7	-8	1.3	-1	8	0	5	-6
Cc1cc(C(=O)CSc2n[nH]c(N)n2)c(C)n1-c1cccc(F)c1	2	-2	-3	5.5	-1	1	-3	0	-8
O=C(NC(Cc1ccc(O)cc1)C(=O)O)/C(=C/c1ccccc1)NC(=O)c1ccccc1 (stereo unspecified)	-6	-1	4	-1.0	-13	10	7	5	9
O=C1COc2ccc(C(=O)CSc3nnnn3-c3ccccc3)cc2N1	0	0	1	-0.5	20	8	10	-1	-30
O=[N+]([O-])c1ccc(N2CCCCC2)cc1NCCOc1ccccc1	0	1	-17	-2.0	-4	11	2	-2	9
COc1ccc(NC(=O)COc2cccc(-n3cnnn3)c2)cc1	-2	15*	-16	-0.6	-32	8	5	0	-35
COc1ccccc1N1CCN(C2CCCN(Cc3c(F)cccc3F)C2)CC1 (stereo unspecified)	-5	1	-10	0.1	9	4	-3	-2	6
CCOC(=O)[C@@H]1[C@H]2COc3ccc(Br)cc3[C@@H]2N2C(=O)N(c3ccc(C)cc3)C(=O)[C@]12C	-4	3	23	0.4	24	-1	19	7	21
Cc1cccc(CSc2nc3ccccc3c(=O)n2C)c1	-1	-3	-12	4.4	-23	23	-28	-2	9
O=S(=O)(c1cnc(Cl)c(Cl)c1)N1CCN(c2ncccn2)CC1	1	0	-1	3.5	0	7	-3	3	33
N#CC1=C(N)NC(SCc2ccccc2)=C(C#N)C12CCCCC2	-2	-6	-131	-1.5	-57	2	-31	-3	64*
Cc1cc(S(=O)(=O)Nc2c(C)nn(C)c2C)c(Cl)cc1Cl	-4	-1	11	1.0	-20	13	-1	-1	-8
COc1ccccc1NC(=O)NCc1ccc2c(c1)OCO2	1	x	-1	3.2	12	5	-4	-3	-6
CCc1nnc(NC(=O)CSc2nnc(COc3ccc(C)cc3)n2-c2ccccc2)s1	3	-1	7	0.1	13	0	6	-1	49
CC1(C)CC(=O)C(C=Nc2ccncc2)=C(O)C1	-1	-1	2	1.4	-14	17	-4	-2	18
COc1ccc(NC(=O)c2cccc(Cn3cc(Br)cn3)c2)cn1	-2	-23	15	-1.6	22	24	21	-4	14
COc1cccc(NCc2cc(=O)oc3cc(-c4ccccc4)c(O)cc23)c1	0	28*	12	3.0	19	-1	18	-7	24
COc1ccc(N2CCN(C(=O)Nc3ccccc3Cl)CC2)cc1	0	0	19	3.8	28	2	-1	0	2
CCC(C)c1ccc(S(=O)(=O)N2CCN(C(C)CC(=O)O)CC2)cc1 (stereo unspecified)	3	2	6	-1.7	18	7	-2	-2	14
Cc1c(C(N)=O)c(N)c(C(=O)c2ccccc2)n1-c1ccccc1	-3	-2	13	1.2	20	-13	18	0	35
CCC1(CC)C(=O)Nc2ccccc21	-1	-1	8	-1.8	6	1	3	1	-14
COc1ccc(CN2C(=O)c3cccnc3C2=O)cc1S(=O)(=O)NCc1ccccc1	-4	-3	-10	1.5	-4	12	-3	-2	7
COC(=O)c1ccccc1NC(=O)NC1CCCC1	-4	0	6	-0.5	6	-6	-23	-4	-37
COCCNC(=O)C(c1ccc(C)cc1)N(C(=O)C(=O)NC1CCCC1)c1ccc2c(c1)OCCO2 (stereo unspecified)	4	-10	-7	2.9	6	12	5	-3	3
O=C(NC1=NCCS1)c1ccccc1F	0	-1	10	1.0	-2	3	-16	-4	-13
O=c1oc2ccccc2cc1-c1nnc(NCc2ccco2)s1	4	1	5	4.5	33	3	27	-2	-80
O=C(Nc1ccc(OC(F)(F)F)cc1)Nc1cccc([N+](=O)[O-])c1	11	13*	36	4.5	29	43	45*	2	95*
CNc1oc(/C=C/c2cccc(OC)c2)nc1C#N	4	23*	35	5.6	26	34	22	-2	-41
CC(=O)c1ccc(NC(=O)C(C)Sc2nnc(-c3ccncc3)n2C2CC2)cc1 (stereo unspecified)	0	2	8	-1.4	-6	-4	-6	-2	0
CSc1nc2c(c(C(F)(F)F)n1)CC(C)CC2 (stereo unspecified)	1	0	5	-0.7	9	17	11	-1	-1
Cn1c(NC(=O)c2ccc(Cl)cc2Cl)cc(=O)n(C)c1=O	1	-1	-9	4.9	-6	14	4	-2	4
COc1cc(N)c(Cl)cc1C(=O)OCC(=O)c1ccc2c(c1)NC(=O)CO2	-4	-3	-10	-2.7	-2	6	-6	0	19
Cc1cc(C)nc(NC2=NCC(=O)N2c2ccccc2Br)n1	-4	0	6	0.2	-11	6	9	-2	-24
COc1ccccc1C1CC(c2ccco2)=NN1c1ccccc1 (stereo unspecified)	0	9	32	-2.1	23	-20	35	-3	15
